BLM helicase inh: Bloom syndrome helicase (human) inhibition; 0.2% of 350,000 active; recombinant BLM DNA unwinding, fluorescence dequenching; P54132; Potency, µM (doses to about 56.1 µM), without a hit: at the top dose activity change, negative = inhibition, usual class: inhibitors;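 note: plate controls were vehicle for no effect and no enzyme for full effect; nearly all actives have a fitted effect of over 35% in size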
Target sequence (P54132 whole entry, looked up): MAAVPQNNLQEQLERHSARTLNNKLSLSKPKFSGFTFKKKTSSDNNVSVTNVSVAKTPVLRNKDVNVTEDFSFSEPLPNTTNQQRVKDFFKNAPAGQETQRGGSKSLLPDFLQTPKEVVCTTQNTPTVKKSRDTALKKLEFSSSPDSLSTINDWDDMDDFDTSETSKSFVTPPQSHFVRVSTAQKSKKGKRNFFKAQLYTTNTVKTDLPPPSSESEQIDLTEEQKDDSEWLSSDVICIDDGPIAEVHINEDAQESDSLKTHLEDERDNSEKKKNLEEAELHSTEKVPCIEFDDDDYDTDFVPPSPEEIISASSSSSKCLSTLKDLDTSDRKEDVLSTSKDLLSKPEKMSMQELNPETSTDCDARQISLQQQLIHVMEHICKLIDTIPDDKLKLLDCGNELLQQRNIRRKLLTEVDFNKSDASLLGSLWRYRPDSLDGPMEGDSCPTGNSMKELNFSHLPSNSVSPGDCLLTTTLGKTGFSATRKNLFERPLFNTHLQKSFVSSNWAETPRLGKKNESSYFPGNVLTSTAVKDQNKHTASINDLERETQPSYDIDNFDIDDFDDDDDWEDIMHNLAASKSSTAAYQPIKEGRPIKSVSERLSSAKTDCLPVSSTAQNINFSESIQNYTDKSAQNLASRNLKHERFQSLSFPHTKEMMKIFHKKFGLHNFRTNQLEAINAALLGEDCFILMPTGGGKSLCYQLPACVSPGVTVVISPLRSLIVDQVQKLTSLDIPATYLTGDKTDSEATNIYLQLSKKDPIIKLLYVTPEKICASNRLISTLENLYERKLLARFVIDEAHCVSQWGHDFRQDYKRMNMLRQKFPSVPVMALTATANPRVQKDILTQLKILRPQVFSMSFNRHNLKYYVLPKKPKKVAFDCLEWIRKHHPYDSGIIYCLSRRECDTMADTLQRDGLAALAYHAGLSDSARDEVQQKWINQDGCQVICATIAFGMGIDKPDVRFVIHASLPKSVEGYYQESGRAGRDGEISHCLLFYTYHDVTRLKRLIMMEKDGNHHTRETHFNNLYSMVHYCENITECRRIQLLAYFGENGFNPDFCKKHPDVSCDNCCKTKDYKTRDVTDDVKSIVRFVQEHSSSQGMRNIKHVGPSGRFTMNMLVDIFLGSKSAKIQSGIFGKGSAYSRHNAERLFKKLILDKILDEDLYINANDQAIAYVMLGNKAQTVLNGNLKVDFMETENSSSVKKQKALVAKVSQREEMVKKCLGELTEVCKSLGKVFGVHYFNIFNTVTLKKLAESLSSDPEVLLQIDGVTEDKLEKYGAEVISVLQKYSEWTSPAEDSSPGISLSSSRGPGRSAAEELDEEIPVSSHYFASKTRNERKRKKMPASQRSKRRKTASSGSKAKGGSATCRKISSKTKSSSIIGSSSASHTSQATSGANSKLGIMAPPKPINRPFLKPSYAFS
Pol eta inh: blocks human DNA polymerase eta activity. Potency, µM (highest dose often 114 µM), without a hit: at the highest dose activity change, negative = inhibition, hits mostly inhibitors. Q9Y253. 1.2% of 390,000 active. recombinant Pol eta, fluorescent DNA replication assay; note: % is set by controls: 0 for no effect and ±100 for the full control effect
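Pol eta at 10 nM preincubated with compounds 15 min at room temperature; reaction started with fluorescent substrate (50 nM final) and read kinetically at 0 and 10 min.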
Pol beta inh: inhibitors of human DNA polymerase beta; Pol beta primer extension/strand displacement, fluorescence kinetic; Potency, µM (doses to about 114 µM), inactives show at the top dose activity change, negative = inhibition, hits mostly inhibitors; 1.3% of 340,000 active; note: % is set by controls: 0 for no effect and ±100 for the full control effect
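Kinetic readout of DNA synthesis with strand displacement by Pol beta. Compound and 10 nM enzyme sit 15 min at room temperature; 50 nM substrate starts the reaction, read immediately and at 10 min.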
APE1 inh: blocks human APE1 abasic DNA cleavage; P27695; Potency, µM (top dose mostly 65.8 µM), for inactives: top-dose activity change, negative = inhibition, actives largely listed as inhibitors; recombinant APE1, TAMRA/BHQ-2 abasic DNA cleavage fluorescence; 0.35% of 350,000 active;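 note: plate controls were vehicle for no effect and reference inhibitor for full effect; nearly all actives have a fitted effect of over 55% in size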
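Substrate: short duplex with […] THF abasic site, 5'-TAMRA and 3'-BHQ-2, 50 nM final. APE1 at 0.75 nM, preincubated 15 min RT with compound. Fluorescence increase from first to third read measured activity.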
Apoferritin bind: binds horse apoferritin like a general anesthetic; P02791; apoferritin/1-aminoanthracene competitive binding, fluorescence; Potency, µM (top dose mostly 77.5 µM), for inactives: at the highest dose activity change, negative = displacement, hits mostly inhibitors; 0.074% of 350,000 active; note: % is set by controls: 0 for no effect and ±100 for the full control effect; nearly all actives have a fitted effect of over 20% in size
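Probe: 1-aminoanthracene (50% saturated, PBS). Protein: horse-spleen apoferritin, 10 uM. Incubation: 10 min, room temperature. Detection: 380 nm excitation, 535 nm emission. Analysis: normalized response, four-parameter Hill.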
Pol iota inh: blocks human DNA polymerase iota activity; Pol iota fluorescent replication assay, 10 min; Potency, µM (doses to about 115 µM), inactives show at the top dose activity, negative = inhibition, most hits filed as inhibitors; 1% of 390,000 active; AID 588590
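Pol iota at 10 nM preincubated 15 min with compounds at room temperature; reaction started with fluorescent substrate, 50 nM final. Fluorescence read kinetically at 0 and 10 min; buffer-only wells as negative control.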
POLK inh: DNA polymerase kappa (human) inhibition; purified Pol kappa, fluorescent DNA synthesis assay, 10 min; Potency, µM (highest dose often 107 µM), for inactives: at the highest dose activity, negative = inhibition, usual class: inhibitors; 0.53% of 400,000 active; AID 588579; note: % is set by controls: 0 for no effect and ±100 for the full control effect
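Enzyme at 10 nM met test compounds for 15 min at room temperature. Substrate addition (50 nM final) began the reaction, which was monitored by fluorescence at 0 and 10 min.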
G9a inh: inhibitors of human histone lysine methyltransferase G9a. Potency, µM (series often up to 102 µM), for the others: top-dose activity, negative = inhibition, hits mostly inhibitors. Q96KQ7. 8.8% of 350,000 active. G9a H3K9 monomethylation, AlphaScreen, 2 h; note: % is set by controls: 0 for no effect and ±100 for the full control effect; nearly all actives have a fitted effect of over 75% in size
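Compounds were preincubated with 20 nM G9a for 15 min, after which biotinylated H3K9 peptide (500 nM) and SAM (20 uM) started a 2 h room-temperature reaction. Monomethylated product was quantified by antibody-based AlphaScreen chemiluminescence.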
BAZ2B block: blocks human BAZ2B. Q9UIF8. AlphaScreen BAZ2B-H3K14Ac peptide displacement. Potency, µM (highest dose often 114 µM), inactives show top-dose activity change, negative = inhibition, usual class: inhibitors. 4.4% of 360,000 active. AID 504333; note: % is set by controls: 0 for no effect and ±100 for the full control effect; nearly all actives have a fitted effect of over 60% in size
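In this displacement format the biotinylated H3(5-23) peptide acetylated at Lys14 serves as ligand at 50 nM, with BAZ2B at 50 nM in PBS pH 7.4 containing 0.01% Tween-20. Donor and acceptor beads are 10 ug/mL final.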
Active calls of the source: *; u = inconclusive; x = no result given; & = joins results of further samples; [ ] = dose if it differs, or a comment. Calls come from the whole dose curve; as a rule, active = well fitted curve in the direction sought with a large enough effect; inconclusive = small, poorly fitted or top-dose-only effect, or another doubt; inactive = no such curve, though single readings can be large; an effect the other way counts as inactive or inconclusive. Potency is the fitted concentration of half-maximal effect. Only part of the results is shown; the hit share may differ from the screen's.

mol	BLM helicase inh	Pol eta inh	Pol beta inh	APE1 inh	Apoferritin bind	Pol iota inh	POLK inh	G9a inh	BAZ2B block
CCOC(=O)c1cc2occc2n1CC(=O)NCCOC	4%	-5%	41%	13%	13%	8%	-2%	14%[59 µM]	2%
CCN(CC)C(=O)COc1c(-c2ccco2)oc2ccccc2c1=O	1%	-2%	-18%	2%	-5%	39%[activator]	-4%	x	5%
Cc1nc(-c2ccc(C)c(N3CCN(C(=O)Nc4ccccc4C(F)(F)F)CC3)c2)no1	1%	-2%	-2%	x	-5%	11%	-9%[60.1 µM]	5%[59 µM]	8%
N#Cc1ccc(COC(=O)C2CC(=O)N(CCc3ccccc3)C2)cc1 (stereo not drawn)	x	-9%	x	9%	x	52%[activator]	1%	u	u
Cc1ccc(S(=O)(=O)N2CCCc3cc(NC(=O)c4c(F)cccc4F)ccc32)cc1	-11%&-7%	-4%&-20%	0%&22%	-17%	-14%&11%	20%&3%	-17%	5%[0.501 µM]	u
Cc1ccc(Nc2cc(C(=O)NC3CCCC3)c3ccccc3n2)cc1C	1%	-4%	-4%	x	135%[activator]	10%	-26%[60.1 µM]	5%[59 µM]	6%
COc1ccc(S(=O)(=O)N(CC(=O)N2CCOCC2)c2ccc(F)cc2)cc1OC	-6%	-19%	-15%	-5%	3%	166%[activator]	-12%	23%	4%
CCOc1cc(CNCCc2ccc(S(N)(=O)=O)cc2)cc(Cl)c1OCc1ccccc1	-2%	-22%	9%	-5%	-20%	-5%	-10%	-47%	u
CCN(Cc1ccccc1)C(=O)C1CCC(CNc2c(N3CCOCC3)c(=O)c2=O)CC1 (stereo not drawn)	0%	-18%	3%	-7%	-12%	12%	5%	u	8%
Cc1cc(Cl)ccc1OCC(=O)NNC(=O)c1ccc(=O)[nH]c1	x	-16%	x	-6%	x	88%[activator]	-14%	x	x
O=C(NNC1=NC2(CCCC2)Cc2ccccc21)c1ccncc1	-2%	-20%	6%	6%	3%	22%	-6%	60%[activator][59 µM]	-10%
COC(=O)c1cn(NC(=O)Cc2ccc(Cl)c(Cl)c2)c(=O)c2ccccc12	0%	-4%	25%	10%	-1%	-17%	2%	10%	-1%
Cc1cccc(NC(=O)c2cc([N+](=O)[O-])ccc2N2CCN(C)CC2)c1	-3%	-16%	6%	-5%	-17%	107%[activator]	3%	u	-26%
Cc1cccc(C2C=C(c3ccc(F)cc3)Nc3nc4ccccc4n32)c1 (stereo not drawn)	-6%	-13%	5%	x	-5%	4%	-18%[60.1 µM]	u	-5%
O=C(Cc1cccs1)Nc1nnc(SCc2cccc3ccccc23)s1	-20%	u	8.9µM*	1%	-12%	22µM*	50µM*	45µM*	u
O=C(COc1ccccc1F)Nc1ccc2c(c1)CCC2	x	-16%	x	7%	x	22%	-11%	x	x
C/C(=N\NC(=O)CCc1ccc(S(=O)(=O)N2CCOCC2)cc1)c1ccc(Br)cc1	0%	-15%	-22%	-5%	-10%	193%[activator]	-2%	7%	x
COc1c(Cl)cc(C(=O)Nc2cccc(-c3nc4ccccc4[nH]3)c2)cc1Cl	-8%	-15%	-2%	x	-15%	9%	-1%	2%[59 µM]	-3%
CC(=O)N1CCN(CC(O)COc2ccc(S(=O)(=O)N3CCOCC3)cc2)CC1 (stereo not drawn)	x	-6%	x	50%[activator]	x	53%	6%	u	-1%
C=CCN1C(=O)c2ccc(C(=O)NCCOc3ccccc3F)cc2C1=O	x	-22%	x	24%	x	33%[activator]	3%	-30%	2%

Reformatted: results already given
CCN(CC)C(=O)COc1c(-c2ccco2)oc2ccccc2c1=O
  BLM helicase inh = 1%	Pol eta inh = -2%	Pol beta inh = -18%	APE1 inh = 2%	Apoferritin bind = -5%	Pol iota inh = 39%[activator]	POLK inh = -4%	G9a inh = x	BAZ2B block = 5%
Cc1nc(-c2ccc(C)c(N3CCN(C(=O)Nc4ccccc4C(F)(F)F)CC3)c2)no1
  BLM helicase inh = 1%	Pol eta inh = -2%	Pol beta inh = -2%	APE1 inh = x	Apoferritin bind = -5%	Pol iota inh = 11%	POLK inh = -9%[60.1 µM]	G9a inh = 5%[59 µM]	BAZ2B block = 8%
N#Cc1ccc(COC(=O)C2CC(=O)N(CCc3ccccc3)C2)cc1 (stereo not drawn)
  BLM helicase inh = x	Pol eta inh = -9%	Pol beta inh = x	APE1 inh = 9%	Apoferritin bind = x	Pol iota inh = 52%[activator]	POLK inh = 1%	G9a inh = u	BAZ2B block = u

The list continues:
mol	BLM helicase inh	Pol eta inh	Pol beta inh	APE1 inh	Apoferritin bind	Pol iota inh	POLK inh	G9a inh	BAZ2B block
Cc1ccc(-c2csc(-c3c[nH]c4ccccc34)n2)c(C)c1	-8%	-18%	-11%	-3%	-4%	2%	-5%	7%[2.33 µM]	u
COc1cccc(C(=O)Oc2ccc3ccc(=O)oc3c2)c1	-5%	-4%	-4%	24%	15%	-20%	5%	-9%	-2%
COc1cc(OC)c2c(=O)c(-c3ccccc3)coc2c1	-5%	x	x	1%	-12%	x	4%[60.1 µM]	x	x
CC(C)(C)NC(=O)COc1ccc(CNn2nnnc2N)cc1	-3%	-8%	23%	12%	-18%	-1%	-8%	-6%[59 µM]	x
Cc1cc(C)n(-c2n[nH]c(C)c2[N+](=O)[O-])n1	-5%	-17%	2%	5%	0%	44%[activator]	-2%	4%	-14%
COc1ccccc1C(=O)NCCC(=O)Nc1nc2ccccc2[nH]1	x	-7%	x	23%	x	35%[activator]	-1%	10%	-7%
CC(C(=O)Nc1nccs1)N1C(=O)C2CC=CCC2C1=O (stereo not drawn)	0%	13%	2%	1%	-20%	-16%[58.9 µM]	0%	14%[59 µM]	-9%
O=C(/C=C/c1cccs1)NC1CC1	0%	-9%	3%	9%	-7%	u	5%	4%	-12%
NNC(=O)c1csc(-c2cccc(C(F)(F)F)c2)n1	-3%	-7%	-1%	0%	u	163%[activator]	-7%	17%[12.7 µM]	-2%
C=CCN(CC(O)c1cccc([N+](=O)[O-])c1)C(C)CCc1ccccc1 (stereo not drawn)	-5%	-4%	10%	-11%	-17%	12%	-20%	x	-9%
C=CCON/C(CCC)=C1\C(=O)CC(C)(C)CC1=NC	-2%	-9%	11%	0%	0%	67%[activator]	-1%	-5%	4%
Cc1cc(C)n(CCNS(=O)(=O)c2ccc(Cl)cc2)n1	-6%	-3%	17%	-14%	-4%	-2%	-4%	-8%[0.501 µM]	-13%
COc1ccc(S(=O)(=O)/N=C2/NC(=O)/C(=C\c3ccco3)S2)cc1	6%	18µM*	25µM*	6%	-7%	u	u	8.9µM*	u
CCOC(=O)C(=O)/C(=C\N(C)C)c1onc(-c2ccccc2)c1C(=O)OC	1%	-6%	-4%	1%	1%	0%	-1%	-29%[59 µM]	8%
CSc1nc2c(c(=O)n1C)SC(C)C2 (stereo not drawn)	-7%	-13%	-4%	3%	-5%	24%	-6%	-50%[59 µM]	-16%
CC1(C)C(=O)OC(C(=O)c2ccc(Cl)cc2)C(C)(C)C1=O (stereo not drawn)	-1%	-14%	9%	22%	u	20%	-1%	17%[59 µM]	-4%
O=C(CSc1nc(=O)n(CCCN2CCOCC2)c2c1CCCC2)Nc1cccc(Cl)c1	x	-16%	x	24%	x	33%[activator]	1%	2%[0.501 µM]	-6%
O=C(OCc1nnc(-c2ccccc2)o1)c1cccnc1Cl	-1%	-20%	11%	-1%	-12%	12%	1%	9%	6%
Nc1ccccc1C(=O)NCc1ccc(F)cc1	-10%	7%	3%	0%	u	3%	4%	13%[59 µM]	1%
CCCOc1ccc(/C=N/n2nnnc2N)cc1OC	-2%	1%	-14%	31%	-10%	19%	-1%	21%	u
CCc1nn(-c2ccccc2)c(=S)c2ccccc12	-7%	-8%	11%	-1%	-23%	5%	-8%	14µM*	u
O=C(c1ccc([N+](=O)[O-])cc1)N1CCSC1c1ccc(Cl)cc1 (stereo not drawn)	-3%	-21%	2%	3%	3%	27%	7%	u	-38%
CC(C)c1ccc(NC(=O)Cn2nnc(C(=O)NCc3ccc4c(c3)OCO4)c2N)cc1	-2%&-2%	-19%&-9%	22%&-9%	40%[activator]	-14%&3%	15%	0%&7%	0%&-2%[59 µM]	-5%
CN(C)CCCN(C(=O)CCc1ccccc1)c1nc2ccc(F)cc2s1	7%	-11%	2%	2%	4%	20%	-13%	u	-2%
COCCSc1nnc(NC(=O)CS(=O)(=O)c2ccc(C)cc2)s1	-4%	-14%	42%	39%	0%	51%[activator]	-8%	5%	1%
CCOC(=O)N1CCN(Cc2cccs2)CC1	-3%	-9%	0%	-1%	4%	-2%	-9%	-20%[12.7 µM]	-29%
Cc1ccc(C)c(Nc2cc(C)nc(-c3ccccc3O)n2)c1	-10%	-27%	5%	-18%	-10%	-10%	-2%	22%	35%
COc1ccc(CNC(=O)C(C)N2Cc3ccccc3C2=O)cc1 (stereo not drawn)	0%	0%	-7%	x	1%	9%	-11%[60.1 µM]	2%[59 µM]	4%
CCOc1ccc(NC(=O)Cn2ncc3ccccc32)cc1	-3%	-17%	76%	3%	-11%	-7%	9%[60.1 µM]	-8%	4%
O=C(COc1ccc(F)cc1)NCc1ccc2c(c1)CCN2C(=O)c1ccc(F)cc1	-2%	-14%	19%	x	-2%	12%	-2%[60.1 µM]	2%[59 µM]	-5%
COc1ccc(CC(=O)NNc2ncnc3c2cnn3Cc2ccccc2)cc1OC	-1%	-5%	16%	11%	-4%	119%[activator]	-8%	x	-7%
Cc1ccc(OCCNC(=O)CNC(=O)c2ccccc2Cl)cc1	x	-12%	x	-7%	x	-12%	2%	0%[59 µM]	-5%
Cc1cccc(CC(C)NC(=O)CCc2nnc(CCCCc3ccccc3)o2)n1 (stereo not drawn)	0%	-15%	u	-5%	-23%	37%[activator]	-4%	4%	-24%
CC(NC(=O)CC12CC3CC(CC(C3)C1)C2)C(=O)O (stereo not drawn)	-2%	-5%	-21%	-1%	-8%	-10%	-9%	-4%[12.7 µM]	-4%
C=CCOCC(O)CS(=O)(=O)Cc1ccc(Cl)cc1 (stereo not drawn)	-12%	-5%	3%	5%	-16%	12%	-19%	u	11%
CCOc1cc(/C=N/O)ccc1OCC(=O)Nc1cccc(C)c1	2%	-25%	-2%	-4%	-12%	-8%	-16%	30%	19%
CCOc1cccc(C(=O)Nc2ccccc2OC(F)F)c1	-3%	-16%	15%	24%	-6%	16%	-9%	13%[59 µM]	3%

Screening data (PubChem BioAssay)
